High-throughput results deposited in PubChem BioAssay by several laboratories.
TRPC4 block: inhibitors of mouse TRPC4 channel, primary screen, Fluo4 calcium, HEK293 TRPC4beta/mu-opioid cells. Short transient receptor potential channel 4 (Mus musculus), Q9QUQ5. DAMGO-evoked Fluo4 calcium flux; active compounds read low. B-score at 10 µM. 0.39% of 300,000 active. AID 2247, 2010;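 active = B-score over 3 SD under the library average, no early fluorescence shift, positive overall ratio signal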
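Assay system – HEK293 line stably carrying TRPC4beta and mu-opioid receptor · Doses – single dose · Detection – Fluo4 calcium-dye fluorescence, kinetic read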
TMEM16A act: TMEM16A chloride channel activators or potentiators, primary screen, cell-based, HTS. HEK293 TMEM16A/YFP-H148Q/I152L, iodide quench fluorescence; active compounds read low. AID 623877, 2012. B-score at 10 µM. Anoctamin-1 (Mus musculus), Q8BHY3. 0.3% of 340,000 active;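 active = fluorescence-ratio B-score plate-corrected deviation score at least 3 library SD below zero, with starting fluorescence score within 5 deviations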;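 note: channel opened by trigger with iodide after compound preincubation; score built on the fluorescence ratio of max minus min over baseline; more negative score means more quench and so TMEM16A activation or potentiation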
Target sequence (Q8BHY3 whole entry, looked up): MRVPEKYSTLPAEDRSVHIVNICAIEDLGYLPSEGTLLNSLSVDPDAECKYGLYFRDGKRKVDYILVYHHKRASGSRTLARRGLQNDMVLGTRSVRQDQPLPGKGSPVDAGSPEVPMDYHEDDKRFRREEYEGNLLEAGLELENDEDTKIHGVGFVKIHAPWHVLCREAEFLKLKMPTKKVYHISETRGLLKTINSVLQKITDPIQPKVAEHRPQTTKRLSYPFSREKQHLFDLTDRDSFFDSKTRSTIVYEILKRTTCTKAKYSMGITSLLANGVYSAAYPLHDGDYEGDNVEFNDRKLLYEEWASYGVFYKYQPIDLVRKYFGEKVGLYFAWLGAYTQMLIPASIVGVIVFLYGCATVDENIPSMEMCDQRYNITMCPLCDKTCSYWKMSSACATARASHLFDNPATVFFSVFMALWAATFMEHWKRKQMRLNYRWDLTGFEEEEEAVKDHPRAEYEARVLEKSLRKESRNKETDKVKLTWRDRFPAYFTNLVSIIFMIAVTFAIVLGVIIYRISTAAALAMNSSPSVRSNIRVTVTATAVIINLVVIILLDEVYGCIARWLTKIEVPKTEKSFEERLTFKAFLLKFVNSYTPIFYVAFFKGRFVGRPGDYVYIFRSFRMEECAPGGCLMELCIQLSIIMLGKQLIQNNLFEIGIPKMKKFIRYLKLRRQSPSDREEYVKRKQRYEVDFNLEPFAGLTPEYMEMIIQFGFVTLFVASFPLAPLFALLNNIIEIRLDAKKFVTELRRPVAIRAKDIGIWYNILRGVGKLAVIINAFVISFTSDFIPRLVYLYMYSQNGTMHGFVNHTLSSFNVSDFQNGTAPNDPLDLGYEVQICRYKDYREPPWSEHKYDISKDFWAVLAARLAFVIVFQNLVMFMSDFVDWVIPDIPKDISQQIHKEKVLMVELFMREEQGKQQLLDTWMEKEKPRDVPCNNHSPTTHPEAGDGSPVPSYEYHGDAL
TRPC4 PAM: positive allosteric modulators of TRPC4, primary screen, cell-based, mouse TRPC4beta, HEK293 mu-opioid, Fluo-4 calcium | Short transient receptor potential channel 4 (Mus musculus), Q9QUQ5 | DAMGO EC20, Fluo-4 Ca2+ flux; active compounds read high | B-score at 10 µM | 0.42% of 310,000 active | AID 2227, 2009;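 active = B-score of calcium response area above 5 SD of library B-scores, with initial fluorescence ratio within 5 SD of library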;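 note: B-score of integrated fluorescence ratio over time as area under calcium response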
MrgX1 ag: agonists of human MrgX1 receptor, primary screen, HEK293 cells, Fluo-4 calcium flux. B-score at 10 µM. AID 588627, 2011. 0.44% of 310,000 active. Fluo-4 calcium fluorescence, agonist mode; active compounds read high. Mas-related G-protein coupled receptor member X1 (Homo sapiens), Q96LB2;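 active = calcium response B-score plate-corrected fluorescence ratio at least 3 library SD, with starting fluorescence B-score inside 5 SD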
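Test system: Stable human MrgX1 HEK293 cell line | Schedule: Overnight plating before 1 h dye loading | Read-out basis: Baseline-normalised fluorescence change ratio, B-scored | Detection: Kinetic calcium dye fluorescence, Fluo-4 NW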
TRPC6 activator: mouse TRPC6 channel activators, primary screen, cell-based, HEK293, membrane potential dye | 0.13% of 310,000 active | Short transient receptor potential channel 6 (Mus musculus), Q61143 | HEK293-TRPC6 membrane potential dye fluorescence; active compounds read high | B-score at 10 µM | AID 2550, 2010;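 active = B-score of the integrated fluorescence ratio above library mean plus 3 SD, and starting fluorescence ratio within library mean plus 5 SD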;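 note: higher score means more depolarization so channel activation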
MrgX1 antagonist: antagonists of human MrgX1 receptor, primary screen, HEK293 cells, Fluo-4 calcium flux | Mas-related G-protein coupled receptor member X1 (Homo sapiens), Q96LB2 | BAM8-22 antagonism; active compounds read low | B-score at 10 µM | 1.3% of 310,000 active | AID 588676, 2011;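 active = calcium-response B-score plate-corrected more than 3 library SD below zero, starting fluorescence within 5 deviations, no agonist response on first addition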;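 note: peak minus trough fluorescence over baseline after final BAM8-22 challenge near maximal dose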
MrgX1 allo act: positive allosteric modulators of MrgX1, primary screen, HEK293 cells, Fluo-4 calcium flux | Mas-related G-protein coupled receptor member X1 (Homo sapiens), Q96LB2 | FDSS; active compounds read high | B-score at 10 µM | 0.63% of 310,000 active | AID 588675, 2011;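 active = plate-corrected calcium response at least 3 library SD above typical, normal starting fluorescence, not activating the receptor alone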;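 note: compound read alongside a low EC10 to EC30 dose of BAM8-22 agonist; peak minus trough fluorescence over baseline measured at the second addition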
TRPC4 agonist: activators of mouse TRPC4 channel, primary screen, Fluo4 calcium, HEK293 TRPC4beta/mu-opioid cells; AID 2237, 2010; B-score at 10 µM; Fluo4 calcium fluorescence; active compounds read high; 0.49% of 310,000 active;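 active = B-score above 5 SD of library B-scores, and initial fluorescence ratio not above library mean plus 5 SD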;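 note: positive B-score marks a calcium rise read as TRPC4 activation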
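System – HEK293 cells stably co-expressing mouse TRPC4beta and mu-opioid receptor · Signal – Fluo4 calcium-sensitive dye fluorescence, kinetic, 1 Hz baseline · Benchmarks – buffer (low) and maximal DAMGO (high) · Read-out – B score of integrated fluorescence ratio per well · Incubation – dye loading 45 min room temperature, 110 s kinetic read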
ANO1 block: TMEM16A chloride channel inhibitors, primary screen, cell-based, HTS. AID 588511, 2011. HEK293 TMEM16A/YFP iodide influx fluorescence, ionomycin. Anoctamin-1 (Mus musculus), Q8BHY3. 1.2% of 310,000 active. normalized B-score (activity score, 25-100; higher = stronger inhibition) at 10 µM;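 active = ratio plate-corrected score three or more library SD toward inhibition, starting fluorescence score within five deviations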;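 note: score derived from kinetic fluorescence span divided by baseline fluorescence per well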
SKKanGAS inh: S. pyogenes SKKanGAS growth inhibitors in kanamycin, primary screen, streptokinase expression inhibitor project, SKKanGAS strain, BacTiter-Glo luminescence. 6 h. inhibition, % at 7.5 µM. 1.3% of 300,000 active. AID 1662, 2009;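 active = mean replicate score, as percent of positive control median, at least 50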;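 note: strain carries kanamycin resistance gene driven by streptokinase promoter and grows in 40 µg/ml kanamycin; loss of luminescence reflects streptokinase promoter inhibition or plain growth inhibition; 0% = median of DMSO wells and 100% = positive control at its reference dose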
TRPC6 inhibitor: mouse TRPC6 channel inhibitors, primary screen, cell-based, HEK293, membrane potential dye. 1.1% of 310,000 active. AID 2553, 2010. ACh-evoked depolarization; active compounds read low. Short transient receptor potential channel 6 (Mus musculus), Q61143. B-score at 10 µM;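 active = B-score under library mean minus 3 SD, initial fluorescence not abnormally high, positive integrated signal ratio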;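 note: B-score derived from integrated fluorescence ratio over the kinetic read; more negative B-score means stronger inhibition of depolarization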
Active calls of the source: *; i = inactive; / = not tested or not shown. Compounds as they come; overall some 6.7% were active at least once.

SMILES | TRPC4 block | TMEM16A act | TRPC4 PAM | MrgX1 ag | TRPC6 activator | MrgX1 antagonist | MrgX1 allo act | TRPC4 agonist | ANO1 block | SKKanGAS inh | TRPC6 inhibitor
O=C(NCCC(c1ccccc1)c1ccccc1)c1cnccn1 | i | i | i | i | i | i | i | i | i | 3 | i
c1ccc(-c2nc(NCC3CCCO3)c3ccccc3n2)nc1 (configuration not stated) | i | i | i | i | i | i | i | i | i | 14 | i
C/C=C/COc1nc2c(c(=O)n(C)c(=O)n2C)n1C | i | i | i | i | i | i | i | i | i | -2 | i
Cc1cccc2c1N(CCOc1ccc(C(C)(C)C)cc1)C(=O)C2=O | i | i | i | i | i | i | i | i | i | 2 | i
CCOC(=O)c1sc(NC(=O)c2ccc(Cl)s2)cc1C | i | -15* | i | i | i | i | i | i | i | -6 | i
COc1ccc(C)cc1N(CC(=O)N1CCCC1)S(=O)(=O)c1ccccc1 | i | i | i | i | i | i | i | i | i | 5 | i
O=C(OC(C(=O)NC1CCCCC1)c1ccc(C(F)(F)F)cc1)c1ccco1 (configuration not stated) | i | i | i | i | i | i | i | i | i | 38 | i
COc1ccc(S(=O)(=O)N2CCC(C(N)=O)(N3CCCCC3)CC2)cc1OC | i | i | i | i | i | i | i | i | i | -9 | i
O=C1[C@@H]2[C@H](Cc3ccc(O)cc3)N[C@]3(C(=O)Nc4ccccc43)[C@@H]2C(=O)N1c1ccc(F)cc1 | i | i | i | i | i | i | i | i | i | -1 | i
C#CCOCCOCCOCCNc1nc(N2CCN(C(=O)C([C@@H](C)CC)n3cc(C(N)CC(C)C)nn3)CC2)nc(N2CCN(C(=O)[C@H](CCCCN)n3cc(C(N)COC(=O)C(F)(F)F)nn3)CC2)n1 (some centres not stated) | i | / | i | i | i | i | i | i | i | -2 | i
NS(=O)(=O)c1cnccc1Nc1ccc(Cl)cc1 | i | i | i | i | i | i | i | i | i | -1 | i
O=C(C1CCCC1)N1CCN(S(=O)(=O)c2ccc(F)cc2)CC1 | i | i | i | i | i | i | i | i | i | 1 | i
Cc1ccc(NC(=O)CCc2nc(-c3cccs3)no2)c(Br)c1 | i | i | i | i | i | i | i | i | i | 1 | i
CCOC(=O)c1ccc(NC(=O)CCc2nc(-c3cccc(C)c3)no2)cc1 | i | i | i | i | i | i | i | i | i | 9 | i
Cc1ccc(/C=C/C(=O)Nc2cc(=O)n(C)c(=O)n2C)o1 | i | i | i | i | i | i | i | i | i | -4 | i
O=S(=O)(/N=C(/Nc1cc(N2CCOCC2)ncn1)c1ccccc1)c1ccccc1 | i | i | i | i | i | i | i | i | i | -2 | i
COc1ccc2c(c1)O[C@H](c1ccc3c(c1)OCO3)[C@@H](O)C2=O | i | i | i | i | i | i | i | i | i | 0 | i
O=C(c1cccc(Cl)c1)N1CCN(CCCc2ccccc2)CC1 | i | i | i | i | i | i | i | i | i | 1 | i
Cc1nn(-c2ncc(C(F)(F)F)cc2Cl)c(=O)n1-c1cccc(F)c1 | i | i | i | i | i | i | i | i | i | -4 | i
O=C1CC(C(=O)N(CC2CCCO2)C(C(=O)NC2CCCCC2)c2ccncc2)CS1 (configuration not stated) | / | i | i | i | i | i | i | i | i | -1 | i
CC(C)N(C(=O)COC(=O)c1cncc(Br)c1)C(C)C | i | i | i | i | i | i | i | i | i | -1 | i
CCC(C)c1ccc(S(=O)(=O)N2CCN(S(=O)(=O)c3ccc(NC(C)=O)cc3)CC2)cc1 (configuration not stated) | i | i | i | i | i | i | i | i | i | -2 | i
CCCCC(CC(O)COCCC)c1n[nH]c(=S)n1-c1ccccc1 (configuration not stated) | i | i | i | i | i | i | i | i | i | -9 | i
COCCCn1c(C(C)C)nc2oc3cc(OC)ccc3c(=O)c2c1=O | i | i | i | i | i | i | i | i | i | 10 | i
C#CCN1C(=O)C2(OCCO2)c2ccccc21 | i | i | i | i | i | i | i | i | i | -2 | i
Cn1c(SCc2nnc3n2CCCCC3)nc2ccccc21 | i | i | i | i | i | i | i | i | i | -7 | i
C=CCn1cc(C(=O)NCCCOCC)c(=O)c2cc(S(=O)(=O)N(CC)CC)ccc21 | i | i | i | i | i | i | i | i | i | 1 | i
Cc1cc2[nH]c(=O)c(=O)[nH]c2cc1S(=O)(=O)NCc1ccccc1 | i | i | i | i | i | i | i | i | i | 3 | i
Nc1n[nH]c(CCCO)n1 | i | i | i | i | i | i | i | i | i | -7 | i
O=C(CSc1nncs1)Nc1ccc2[nH]c(=O)[nH]c2c1 | i | i | i | i | i | i | i | i | i | -1 | i
CN1/C(=C\C(=O)COC(=O)CN2C(=O)C3CC=CCC3C2=O)C(C)(C)c2ccccc21 (configuration not stated) | i | i | i | i | i | i | i | i | i | 1 | i
COc1ccc(S(=O)(=O)N2CCCOC2CNC(=O)C(=O)NCCc2ccco2)cc1OC (configuration not stated) | i | i | i | i | i | i | i | i | i | 11 | i
O=S(=O)(Nc1cccc(CO)c1)c1cccs1 | i | i | i | i | i | i | i | i | i | 0 | i
O=C(Cc1cccc(C(F)(F)F)c1)NCc1cccnc1 | i | i | i | i | i | i | i | i | i | 2 | i
COc1ccc(C(=O)NCc2ccccn2)cc1[N+](=O)[O-] | i | i | i | i | i | i | i | i | i | 10 | i
CCOC(=O)N1C(=O)C2(CCCCC2)N(c2ccccc2Cl)C1=S | i | i | i | i | i | i | i | i | i | 2 | i
Oc1ccccc1-c1nc(NCC2CCCO2)c2ccccc2n1 (configuration not stated) | i | i | i | i | i | i | i | i | i | 3 | i
COc1ccccc1C(=O)NC1CC(C)(C)NC(C)(C)C1 | i | i | i | i | i | i | i | i | i | -4 | i
CS(=O)(=O)c1ccc(NCCc2ccc(S(N)(=O)=O)cc2)c([N+](=O)[O-])c1 | i | i | i | i | i | i | i | i | i | 2 | i
COc1cccc(/C=N/n2c(N)nc3ccccc32)c1OC | i | i | i | i | i | i | i | i | i | 53* | i
NNC(=O)CCN1CCN(C(c2ccccc2)c2ccccc2)CC1 | i | i | i | i | i | i | i | i | i | 2 | i
CCOC(=O)C1(O)CC(C)=NN1C(=O)c1cccc(Cl)c1 (configuration not stated) | i | i | i | i | i | i | i | i | i | -4 | i
CCn1c(SCC(=O)Nc2ccc3c(c2)OCO3)nc2c(c1=O)SC(C)C2 (configuration not stated) | i | i | i | i | i | i | i | i | i | -2 | i
COc1ccc(C2/C=C\CN(S(=O)(=O)c3cccc4cccnc34)CC(=O)N2Cc2ccc(F)cc2)cc1 (configuration not stated) | i | i | i | i | i | i | i | i | i | 11 | i
CCCN(CCC)C(=O)C1CC(=O)OC12CCOC(C)(C)C2 (configuration not stated) | i | i | i | i | i | i | i | i | i | -2 | i
O=C(Cc1nc(-c2cnccn2)no1)NNC(=O)Nc1ccccc1 | i | i | i | i | i | i | i | i | i | -3 | i
CCn1c(SCc2ccccc2)nc2c(c1=O)SCC2 | i | i | i | i | i | i | i | i | i | 5 | i
CCC1CCCCN1C(=O)CSc1nnc(CNC(=O)COc2ccc(Cl)cc2)o1 (configuration not stated) | i | i | i | i | i | i | i | i | i | -4 | i
CCOC(=O)Cc1cc(=O)n2[nH]c(C)c(-c3ccc(Cl)cc3)c2n1 | i | i | i | i | i | i | i | i | i | 8 | i
Cc1ccc2nc(CSc3nnc(-c4ccncc4)n3C)cc(=O)n2c1 | i | i | i | i | i | i | i | i | i | -3 | i
Next entries follow.
SMILES | TRPC4 block | TMEM16A act | TRPC4 PAM | MrgX1 ag | TRPC6 activator | MrgX1 antagonist | MrgX1 allo act | TRPC4 agonist | ANO1 block | SKKanGAS inh | TRPC6 inhibitor
CC1=C(C(=O)Nc2ccccc2C)C2(CCCC2)C(C(N)=O)C(=O)N1 (configuration not stated) | i | i | i | i | i | i | i | i | i | 4 | i
COc1ccc(NC(=O)CCSc2ccc(C)cc2)cc1 | i | i | i | i | i | i | i | i | i | -3 | i
Brc1c(CSc2nc3ccccc3s2)nc2ncccn12 | i | i | i | i | i | i | i | i | i | 5 | i
CCOc1ccc(CC(=NCCO)C2=C(O)CC(C)(C)CC2=O)cc1OCC | i | i | i | i | i | i | i | i | i | -6 | i
COc1cc(NC(=O)N[C@H](C(=O)O)C(C)C)cc(OC)c1 | i | i | i | i | i | i | i | i | i | -8 | i
Cc1cc(-n2c(C)cc(C(=O)CSc3ncnc4ccccc34)c2C)no1 | i | i | i | i | i | -4.7* | i | i | i | 17 | i
O=[N+]([O-])c1ccc(Nc2ccc3ccccc3c2)nc1 | i | i | i | i | i | i | i | i | i | -6 | i
CN1C(=O)/C(=C/c2ccc(O)c([N+](=O)[O-])c2)N(C)C1=S | i | i | i | i | i | i | i | i | i | 8 | i
N#Cc1c(NC(=O)c2ccccc2)sc2c1CCCCC2 | i | i | i | i | i | i | i | i | i | -8 | i
N#Cc1ccc(NC(=O)c2sc3cc(C(F)(F)F)cnc3c2-c2cccs2)cc1 | i | i | i | i | i | i | i | i | i | 3 | i
CC(C)(O)C#Cc1ccc(C(=O)N2CCN(c3ccc(Cl)cc3)CC2)cc1 | i | i | i | i | i | i | i | i | i | 3 | i
Nc1nc(-c2nonc2N)no1 | i | i | i | i | i | i | i | i | i | -1 | i
